KOR beta-arrestin-1: KOR agonists, beta-arrestin recruitment, primary screen, cell-based, luminescence, uHTS (AID 1777). Kappa-type opioid receptor (Homo sapiens). KOR beta-arrestin recruitment, luminescence; higher % means a stronger effect. one-dose activation, % at 10 µM; EC50 in µM for titrated hits. 0.02% of 280,000 active; in the data active = activation above about 50%, passing the limit was not always enough; also: a part of the inactive calls stands beside numbers as strong as those of hits
Siah-1 displacement: Siah-1 peptide-binding antagonists, primary screen, biochemical, fluorescence polarization, rhodamine-plectin, uHTS (AID 1817) | E3 ubiquitin-protein ligase SIAH1 (Homo sapiens) | Siah-1 / rhodamine-plectin peptide fluorescence polarization; higher % means a stronger effect | displacement, % at 20 µM; hits with a dose series show IC50 in µM | 0.02% of 290,000 active;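 active = displacement of at least 50% at 20 µM, with a fluorescence ratio check between 0.3 and a set limit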;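 also: plate controls were Siah plus tracer with DMSO for no effect and tracer alone without Siah for full effect; strong numbers were not always called active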
AID2073: inhibitors of Mint1-CaV2.2 protein interaction, biochemical, HTRF (AID 2073); Voltage-dependent N-type calcium channel subunit alpha-1B (Homo sapiens); HTRF protein-protein interaction, Mint1-CaV2.2; higher % means a stronger effect; inhibition, % at 20 µM, or IC50 in µM where a hit was titrated; 0.19% of 290,000 active; in the data active = inhibition mostly above about 51%, no sharp cut-off; also: some results filed as inactive read as strong as hits
HIV fusion peptide: inhibitors of HIV fusion peptide binding, primary screen, biochemical, uHTS, fluorescence dequenching (AID 1986). cell-free peptide binding, fluorescence dequenching, 30 min; higher % means a stronger effect. inhibition, % at 20 µM; hits with a dose series show IC50 in µM. 0.3% of 290,000 active; in the data active = inhibition mostly above about 52%, no sharp cut-off; inactive = mostly below about 76%; also: some results filed as inactive read as strong as hits
GPR35 antagonists: GPR35 antagonists blocking zaprinast-driven arrestin recruitment, primary screen, imaging, U2OS, beta-arrestin-GFP, zaprinast agonist (AID 2058); G-protein coupled receptor 35 (Homo sapiens); U2OS GPR35 beta-arrestin-GFP translocation imaging, zaprinast antagonism; higher % means a stronger effect; inhibition, % at 10 µM, or IC50 in µM where a hit was titrated; 0.052% of 290,000 active;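 active = inhibition of at least 50% with at least 30 cells and total cytoplasm GFP at most 10,000,000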
NOD1 NF-kB reporter: NOD1 signaling inhibitors, primary screen, cell-based, luminescence, uHTS (AID 1578) | NOD1-driven NF-kB luciferase reporter cells, luminescence; higher % means a stronger effect | one-dose inhibition, % at 4 µM; EC50 in µM for titrated hits | 1% of 290,000 active; in the data active = inhibition mostly above about 36%, no sharp cut-off; inactive = mostly below about 34%;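 also: HEK-293T reporter cells stimulated with the NOD1 agonist gamma-tri-DAP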
GPR55 LPI antagonism: GPR55 antagonists blocking LPI-driven arrestin recruitment, primary screen, imaging, U2OS, beta-arrestin-GFP, LPI agonist (AID 2013). G-protein coupled receptor 55 (Homo sapiens). U2OS GPR55 beta-arrestin-GFP translocation imaging, LPI antagonism; higher % means a stronger effect. inhibition, % at 10 µM; hits with a dose series show IC50 in µM. 0.13% of 290,000 active;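 active = spots per cell inhibited over 60%, with over 100 cells counted and total cytoplasm intensity under 500,000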;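 also: U2OS cells stably carrying GPR55 and arrestin-GFP stimulated by 5 µM LPI near EC80; imaged beta-arrestin-GFP aggregate spots per cell after agonist stimulation; plate controls were LPI-stimulated DMSO wells for no effect and DMSO wells without LPI for full effect; some results filed as inactive read as strong as hits; confirmed hits need IC50 under 10 µM and bright autofluorescent wells are also inconclusive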
GPR55 beta-arrestin: GPR55 agonists via beta-arrestin recruitment, primary screen, imaging, U2OS cells, beta-arrestin-GFP redistribution (AID 1961). 0.048% of 290,000 active. activation, % at 10 µM, or EC50 in µM where a hit was titrated. U2OS GPR55 beta-arrestin-GFP redistribution imaging; higher % means a stronger effect. G-protein coupled receptor 55 (Homo sapiens);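 active = activation above 40% with more than 50 cells counted in the well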;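 also: U2OS osteosarcoma cells stably expressing GPR55 and beta-arrestin-GFP; plate controls were DMSO negative control for no effect and LPI positive control for full effect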
KOR beta-arrestin-2: KOR antagonists, beta-arrestin recruitment, cell-based, luminescence, uHTS (AID 1778). KOR beta-arrestin recruitment, luminescence, antagonist mode; higher % means a stronger effect. inhibition, % at 10 µM; hits with a dose series show IC50 in µM. Kappa-type opioid receptor (Homo sapiens). 0.091% of 290,000 active; in the data active = inhibition above about 50%; also: strong numbers were not always called active
An asterisk follows results filed as active; nt = not tested or not shown; [ ] = dose if it differs, or a comment. Some of the compounds tested. The share of hits here may be higher or lower than overall.

SMILES	KOR beta-arrestin-1	Siah-1 displacement	AID2073	HIV fusion peptide	GPR35 antagonists	NOD1 NF-kB reporter	GPR55 LPI antagonism	GPR55 beta-arrestin	KOR beta-arrestin-2
O=C(NCc1ccco1)c1cccc(S(=O)(=O)N2CCCCC2)c1	-3.9%	3%	14%	2.2%	8%	7%	-11%	-0.5%	-1%
Cc1ccccc1NCc1ccc(O)c2ncccc12	2.5%	-2%	6%	-1.2%	-8%	1%	8%	-0.2%	-17%
O=C(Nc1ccc2c(c1)OCCO2)C1CCN(C(=O)c2ccc(Br)cc2)CC1	18%	0%	15%	-0.2%	17%	-4%	-19%	0.2%	-86%
Cc1ccc(-n2c(Cc3cccs3)nnc2SCC(=O)Nc2ccc(S(N)(=O)=O)cc2)cc1	-3.3%	-1%	-6%	-2.1%	18%	-25%	0%	0.4%	11%
CC(C)N1C(=O)CCC1C(=O)NC1CCCC1 (configuration not stated)	-4.2%	2%	3%	7.7%	6%	-16%	15%	0.2%	10%
CCCc1cc(C(=O)N/N=C/c2cccn2C)cs1	1.7%	3%	10%	-3.9%	8%	-13%	-15%	0.0%	16%
Brc1ccc(-c2nnc(-c3ccccc3)c(N3CCSCC3)n2)cc1	-2.0%	1%	3%	1.8%	-6%	-9%	30%	0.0%	9%
COc1ccccc1NS(=O)(=O)c1ccc2c(c1)N(C(C)=O)CC(C)S2 (configuration not stated)	0.2%	-1%	1%	1.1%	-13%	4%	-7%	-0.2%	-17%
CCCN(Cc1ccccc1)C(=S)Nc1ccc(SC(F)F)cc1	-4.5%	8%	-13%	1.8%	-10%	-25%	24%	0.4%	30%
COc1cccc(CNCc2cccnc2)c1OCc1ccccc1	nt	6%	-7%	-1.0%	2%	-26%	10%	-0.1%	-17%[20 µM]
Cc1cc(C)cc(C(=O)Nc2ccc(N3CCN(C(=O)c4ccco4)CC3)cc2)c1	2.7%	0%	5%	-2.1%	2%	7%	10%	-0.1%	-5%
COc1ccc(CCNC(=O)/C=C/C(=O)O)cc1OC	-0.9%	1%	6%	0.1%	15%	-14%	10%	-0.1%	-18%[20 µM]
COc1cccc(/C=N/NC(=O)CCc2ccccc2)c1	1.4%	1%	4%	0.4%	-7%	0%	-3%	0.0%	-39%
COc1ccc(OC)c(C(O)c2coc3ccc(O)c(CN(C)C)c23)c1 (configuration not stated)	-3.9%	1%	-1%	-2.6%	6%	14%	8%	-0.1%	-17%
Cc1cccc2c1-c1sc(C(=O)Nc3cccnc3)cc1CO2	-8.6%	13%	25%	-1.1%	12%	12%	-2%	-0.1%	0%
CCN(CC)S(=O)(=O)c1cc(F)ccc1OC	0.3%	11%	-2%	3.0%	0%	-30%	0%	0.5%	-20%
CCCc1cc(=O)oc2cc(C)cc(OCC(=O)NCCCN3CCCC3=O)c12	-4.9%	2%	18%	0.3%	-2%	-16%	10%	-0.2%	-2%
Cc1sc2ncn(CC(=O)NCCCC(=O)N3CCC(C(N)=O)CC3)c(=O)c2c1C	0.7%	-1%	-4%	-0.6%	-1%	-14%	-8%	0.2%	-43%
N=C(N)c1ccc(Cl)cc1	-9.7%	-1%	0%	1.9%	-14%	-8%	4%	-0.4%	6%
O=C(Nc1ccccc1NC(=O)c1ccco1)c1ccccc1	-1.5%	3%	-6%	-0.7%	-22%	-32%	-9%	0.6%	6%
CCC(C(=O)O)N1C(=O)c2ccccc2C1=O (configuration not stated)	4.4%	1%	21%	0.6%	0%	-35%	5%	-0.3%	-27%
CSc1ccc(CNC(=O)Cc2ccc(NC(=O)C3=C(C)OCCS3)cc2)cc1	-4.7%	5%	10%	-0.8%	2%	-46%	2%	-0.3%	-70%
COc1ccc(CCCc2nnc(SCC(=O)Nc3ccccc3F)o2)cc1	-2.6%	10%	14%	3.2%	-4%	-13%	3%	-0.3%	7%
CCc1nc(SCc2ccc(OC)c(Br)c2)n[nH]1	-4.2%	0%	17%	-0.1%	-7%	-4%	1%	-0.1%	36%
Cc1cc(C)c(OCC(=O)Nc2cc(C(=O)O)cc(C(=O)O)c2)cc1C	-2.6%	3%	11%	9.5%	-14%	-26%	-1%	0.4%	24%
O=[N+]([O-])c1cc(S(=O)(=O)Nc2ccccc2)ccc1NCc1cccnc1	-2.5%	9%	-4%	3.0%	2%	-18%	8%	-0.2%	19%
CC(=O)Nc1cccc2c1Cc1ccccc1-2	-3.4%	-2%	0%	2.5%	4%	-18%	-1%	0.3%	-36%
COc1ccc([N+](=O)[O-])cc1NC(=O)c1ccccc1N(C)S(C)(=O)=O	1.3%	6%	-3%	-1.0%	-2%	-15%	4%	-1.2%	5%
O=C(COc1ccc(C(=O)c2ccccc2)cc1)NCC1CCCCC1	-4.1%	5%	0%	3.5%	-16%	17%	-2%	0.2%	11%
CC(C)c1c(O)nc(SCC(=O)N2CCCCC2)[nH]c1=O	-5.5%	-2%	13%	-2.2%	-2%	0%	-12%	0.4%	13%
CC1=C(C)C(C)=C(C#N)C(=C(C#N)C#N)N1	-1.7%	3%	-1%	3.0%	-30%	-7%	-5%	-0.3%	4%
O=C(O)Cn1c(=O)c2c3c(sc2n(Cc2ccccc2)c1=O)CCCC3	-4.1%	0%	6%	0.9%	-2%	-7%	15%	-0.1%	13%
CCOC(=O)C1CCN(C(=O)c2cc3cc(C)ccc3[nH]2)CC1	0.5%	4%	6%	3.3%	0%	-1%	2%	0.9%	-15%
CCOc1ccc(N(C(=O)c2snc(C(N)=O)c2N)C(C(=O)NC2CCCC2)C(C)C)cc1 (configuration not stated)	-0.2%	-4%	37%	-2.1%	17%	5%	2%	-0.1%	12%
O=C(Cn1ncc2c1-c1ccccc1OC2)N1CCN(Cc2ccc3c(c2)OCO3)CC1	9.0%	-2%	9%	7.6%	15%	-16%	-8%	-0.1%	-9%
COc1cc(Cl)ccc1OCc1cc(C(=O)N2C[C@H]3CC[C@H]2C3)no1	-4.3%	-2%	4%	1.9%	6%	-3%	1%	-0.1%	0%
CN(C)CCCNCCCNC(=O)/C(=N\O)c1ccccn1	7.1%	14%	1%	3.0%	0%	-32%	6%	0.3%	26%
COc1cccc(C(C(=O)NCc2ccco2)N(Cc2ccco2)C(=O)Cn2nnc3ccccc32)c1 (configuration not stated)	-4.5%	-6%	2%	-2.1%	1%	19%	-4%	-0.2%	3%
O=C(COC(=O)C1CCN(S(=O)(=O)c2cccs2)CC1)c1cc2ccccc2o1	-7.1%	-5%	26%	7.8%	16%	-19%	6%	-0.1%	-36%
CC1CCN(S(=O)(=O)c2ccc3[nH]c(=O)c(=O)[nH]c3c2)CC1	-1.6%	-2%	4%	-1.9%	16%	8%	8%	0.5%	10%
Cc1nc(-c2nc(CC(=O)NNC(=O)c3ccc(Cl)cc3)cs2)cs1	0.6%	-3%	16%	-0.9%	15%	-4%	10%	0.2%	-26%
Cc1cc([N+](=O)[O-])nn1CC(=O)N1CCN(Cc2ccccc2)CC1	1.6%	1%	-17%	-0.1%	28%	-32%	6%	-0.3%	-6%
CCCCNC(=O)c1ccc(CS(=O)(=O)c2cccc(C(F)(F)F)c2)o1	0.0%	-3%	-8%	2.2%	14%	3%	-6%	-0.1%	-1%
Cc1ccc(CNC(=O)C2CCN(S(=O)(=O)c3ccc(Br)s3)CC2)cc1	2.8%	-6%	10%	2.4%	-3%	16%	-1%	-0.2%	-35%
COc1ccc(-n2c(CNC(=O)COc3ccc(Cl)cc3)n[nH]c2=S)cc1	-1.5%	1%	12%	-1.0%	2%	-26%	2%	0.0%	2%
COc1ccc(C(=O)Nc2ccccc2C(=O)Nc2ccncc2)cc1	0.0%	-8%	11%	1.2%	-7%	-20%	9%	-0.1%	-8%
CC(C)CC(=O)N1CCN(Cc2ccccc2Cl)CC1	2.5%	7%	5%	-0.3%	12%	-22%	-6%	-0.2%	-31%[20 µM]
COc1ccc(C(C(=O)NC2CCCC2)N(C(=O)c2ccco2)c2ccccc2OC)cc1 (configuration not stated)	-0.2%	3%	10%	-1.2%	2%	-11%	6%	-0.2%	31%
Cc1cccc(NC(=O)c2ccccc2NC(=O)C2CCCCC2)c1C	0.0%	4%	2%	-0.6%	-4%	-13%	4%	-0.3%	0%
COc1cc(-c2nnc(SCC(=O)c3ccccc3)o2)cc(OC)c1OC	-3.7%	1%	5%	-2.5%	11%	-19%	13%	0.6%	0%
COc1ccc(S(=O)(=O)Nc2c(C)c(C)cc3c2ncn3C)cc1	-4.1%	0%	-10%	-1.9%	-16%	-27%	-5%	2.5%	12%
CCc1noc(C)c1C(=O)N1CCCC(N2CCN(c3ccccc3F)CC2)C1 (configuration not stated)	3.9%	0%	-9%	-0.1%	-6%	-10%	3%	0.4%	-3%
COc1ccc(CCNc2ccc(C(CC(N)=O)NC(=O)Cc3cccc4ccccc34)cc2[N+](=O)[O-])cc1 (configuration not stated)	-0.2%	11%	7%	6.6%	10%	-4%	8%	-0.1%	18%
COC(=O)CC1C(=O)NCCN1Cc1cn(-c2ccc(C)cc2)nc1-c1cccc(C)c1 (configuration not stated)	nt	-2%	2%	-0.6%	9%	-8%	17%	-0.1%	-18%[20 µM]
COc1ccc(S(=O)(=O)Nc2ccc(NC(C)=O)cc2)cc1Br	-1.6%	4%	21%	-2.1%	0%	-12%	14%	1.7%	11%
Cc1ccc(CCNC(=O)C2CCN(S(=O)(=O)N3CCCC3)CC2)cc1	3.2%	-3%	6%	-0.9%	0%	-20%	0%	-0.2%	5%
CC(CO)NCC12CC3CC(CC(C3)C1)C2 (configuration not stated)	2.7%	-5%	-8%	1.3%	-2%	-39%	-3%	0.8%	-81%[20 µM]
CCOC(=O)N1CCC(N2Cc3cccc(C(=O)NCc4ccc(OC)cc4)c3C2=O)CC1	-1.6%	2%	-1%	0.5%	8%	-1%	8%	-0.1%	-17%
O=C(NCc1ccco1)c1ccccc1O	-2.8%	2%	2%	0.2%	5%	-16%	13%	-0.1%	-29%[20 µM]
CCc1nnc(NC(=O)CSc2nnc(CNc3ccc(OC)cc3)n2C)s1	-3.1%	4%	-10%	-2.3%	3%	-23%	0%	1.1%	-3%

Some of these compounds in order of number of heavy atoms, highest first:
SMILES	KOR beta-arrestin-1	Siah-1 displacement	AID2073	HIV fusion peptide	GPR35 antagonists	NOD1 NF-kB reporter	GPR55 LPI antagonism	GPR55 beta-arrestin	KOR beta-arrestin-2
CCCCNC(=O)c1ccc(CS(=O)(=O)c2cccc(C(F)(F)F)c2)o1	0.0%	-3%	-8%	2.2%	14%	3%	-6%	-0.1%	-1%
Cc1cc([N+](=O)[O-])nn1CC(=O)N1CCN(Cc2ccccc2)CC1	1.6%	1%	-17%	-0.1%	28%	-32%	6%	-0.3%	-6%
O=C(NCc1ccco1)c1ccccc1O	-2.8%	2%	2%	0.2%	5%	-16%	13%	-0.1%	-29%[20 µM]
